Bioassay records from PubChem BioAssay.
V-ATPase pHluor = regulators of yeast V-ATPase proton pumping, primary screen, pHLuorin cytosolic pH fluorescence; response, % at 10 µM; S. cerevisiae; AID 504577, 2011; actives 0.37% (n = 350,000); in the data active = response mostly above about 7.3%, no sharp cut-off; inactive = mostly below about 5.4%; note: actives read high; inactives centre near 0; some compounds called inactive have numbers as strong as hits; reference of the scale not given here
C-LANA FP = inhibitors of KSHV C-LANA binding to DNA, primary screen, biochemical, fluorescence polarization, FAM-LBS DNA, MBP-C-LANA, single point; Kaposi's sarcoma herpesvirus LANA C-terminal domain (residues 932-1162) DNA binding; inhibition, % at 9 µM; actives 0.078% (n = 340,000);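 active = highest replicate inhibition at or above 60% at 9 µM, even if other replicates fall short; inactive = all replicates below 60% inhibition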;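 note: 0% = neutral control wells and 100% = 4 µM acridine orange control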
Arrestin-AP2 inh = inhibitors of beta-arrestin/AP2 binding, primary screen, biochemical, GPCR trafficking, flow cytometry; beta-arrestin 1 C-terminal peptide binding to AP2 beta2-adaptin appendage (human); FITC-arrestin peptide / GST-AP2 beads; AP2 beta2 appendage carries R879A mutation; inhibition, % at 10 µM; actives 0.31% (n = 340,000); AID 504490, 2011;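 active = inhibition above a set limit, near 3 SD of compounds lacking own fluorescence, cut at about 54% in these data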;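 note: plate controls were DMSO wells for no effect and 5 µM unlabelled arrestin peptide for full effect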
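Material – GST-tagged AP2 beta2-adaptin appendage (R879A) on 4 µm glutathione beads · Probe or stimulus – fluorescein-tagged arrestin peptide at 50 nM final · Timing – 12 min plus 1 h, RT · Detection – bead flow cytometry, FITC channel · Read-out basis – inhibition as reduced fluorescein signal on beads, percent · Medium – PBS plus Tween 20 (0.05%) and BSA (0.1%)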
Wnt bcat act = Wnt/beta-catenin pathway activators, primary screen, cell-based, plate reader, single point; actives 1.2% (n = 300,000); activation, % at 9.35 µM; Wnt/beta-catenin reporter cell assay, activator; in the data active = activation above about 30%, passing the limit was not always enough; inconclusive = no clear call, values can overlap the other calls;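 note: 0% = neutral control wells and 100% = positive control wells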
RTF Ca sens act = cardiac RTF calcium sensitivity activators, primary screen, biochemical, IANBD-TnC fluorescence, EC20 calcium; Troponin I, cardiac muscle (Homo sapiens) + Troponin T, cardiac muscle (Homo sapiens) + …; IANBD-labeled TnC RTF fluorescence at EC20 calcium; 0% EC20 calcium, 100% full calcium; activation, % at 7.2 µM; actives 0.24% (n = 340,000);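 active = activation above the mean over all tested compounds plus 3 SD, cut at about 30% in these data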;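 note: rise in fluorescence read as greater calcium sensitivity of cardiac thin filaments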
Keap1 Nrf2 FP = Keap1-Nrf2 protein-protein interaction inhibitors, primary screen, biochemical, fluorescence polarization, single point | actives 0.15% (n = 340,000) | AID 504523, 2011 | inhibition, % at 9.4 µM | Keap1 Kelch-Nrf2 peptide fluorescence polarization, 1536-well | Kelch-like ECH-associated protein 1 (Homo sapiens), Q14145; in the data active = inhibition above about 12%; inconclusive = no clear call, values can overlap the other calls; inactive = below about 7.3%;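 note: human Keap1 Kelch domain with fluorescein labeled Nrf2 9mer peptide probe; 0% = neutral control wells and 100% = peptide positive control; higher means more block of Keap1 binding to Nrf2 peptide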
MOR-DOR inv ag = inverse agonists of MOR-DOR heterodimerization, primary screen, cell-based, luminescence | inhibition, % at 9.3 µM | cell-based MOR-DOR heterodimer luminescence, inverse agonism | actives 0.21% (n = 340,000) | Mu-type opioid receptor (Homo sapiens) + Delta-type opioid receptor (Homo sapiens), … | AID 504357, 2011; in the data active = inhibition above about 22%, passing the limit was not always enough;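 note: 0% = cells with DMSO and 100% = wells without cells with DMSO; values of inactives mirror those of a sister screen read the other way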
Target sequence (P35372 whole entry, looked up): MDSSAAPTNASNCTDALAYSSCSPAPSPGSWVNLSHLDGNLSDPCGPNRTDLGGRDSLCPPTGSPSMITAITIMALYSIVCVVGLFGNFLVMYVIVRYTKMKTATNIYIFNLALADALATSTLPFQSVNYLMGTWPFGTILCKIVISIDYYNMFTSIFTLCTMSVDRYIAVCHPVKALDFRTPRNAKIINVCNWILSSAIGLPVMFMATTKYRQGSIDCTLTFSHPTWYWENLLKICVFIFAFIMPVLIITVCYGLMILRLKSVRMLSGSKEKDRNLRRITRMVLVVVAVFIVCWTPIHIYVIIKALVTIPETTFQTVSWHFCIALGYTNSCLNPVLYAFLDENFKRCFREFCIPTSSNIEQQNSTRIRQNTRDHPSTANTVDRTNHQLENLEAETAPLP
Target sequence (P41143 whole entry, looked up): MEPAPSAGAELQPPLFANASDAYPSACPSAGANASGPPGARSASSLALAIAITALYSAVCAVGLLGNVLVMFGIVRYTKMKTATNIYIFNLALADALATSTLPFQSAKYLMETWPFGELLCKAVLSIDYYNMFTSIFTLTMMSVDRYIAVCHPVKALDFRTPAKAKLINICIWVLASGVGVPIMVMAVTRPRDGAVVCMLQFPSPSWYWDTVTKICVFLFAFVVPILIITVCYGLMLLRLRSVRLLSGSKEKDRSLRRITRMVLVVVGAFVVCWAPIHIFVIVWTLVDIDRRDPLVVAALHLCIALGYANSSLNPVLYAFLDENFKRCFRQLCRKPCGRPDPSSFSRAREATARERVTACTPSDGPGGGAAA
Cardiac RTF inh = cardiac RTF calcium sensitivity inhibitors, primary screen, biochemical, IANBD-TnC fluorescence, EC70 calcium | IANBD-labeled cardiac RTF, Ca2+ fluorescence | inhibition, % at 7.15 µM | actives 0.12% (n = 340,000) | AID 493244, 2011;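 active = inhibition above the mean inhibition of all tested compounds plus 3 SD, cut at about 17% in these data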;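 note: assay run at fixed EC70 calcium of 1.6 mM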
OPRM1-OPRD1 ag = agonists of OPRM1-OPRD1 heterodimerization, primary screen, cell-based, luminescence; Mu-type opioid receptor (Homo sapiens) + Delta-type opioid receptor (Homo sapiens), …; cells; activation, % at 9.3 µM; actives 0.3% (n = 340,000); AID 504326, 2011; in the data active = activation above about 18%;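 note: 0% = vehicle-treated cells and 100% = reference agonist; values of inactives mirror those of a sister screen read the other way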
DSG3 Ab inh = inhibitors of pemphigus antibody binding to DSG3, primary screen, biochemical, bead-based, flow cytometry, scFv-GFP; Desmoglein-3 (Homo sapiens), P32926; DSG3-coupled beads, scFv-anti-DSG3-GFP binding; active compounds read low; binding (percent of control), % at 10 µM; actives 0.48% (n = 310,000);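 active = binding more than 3 SD below its plate's average and above zero; inconclusive = below that plate limit but binding exactly zero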;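 note: hits lower antibody fragment binding to DSG3; some compounds called inactive have numbers as strong as hits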
* marks the source's active call; other numbers are inactive results; ? = inconclusive; nt = no result given. No enrichment for hits; any-hit rate near 3.1%.

SMILES	V-ATPase pHluor	C-LANA FP	Arrestin-AP2 inh	Wnt bcat act	RTF Ca sens act	Keap1 Nrf2 FP	MOR-DOR inv ag	Cardiac RTF inh	OPRM1-OPRD1 ag	DSG3 Ab inh
O=C1Nc2ccccc2C(O)(C(=O)NCc2ccco2)N1c1ccccc1 (centres undefined)	-1	1.6	-14	-4	2	3	18	-9	-2.9	99
CO/N=C(/CS(=O)c1ccc(Br)cc1)c1ccc(OC)cc1 (centres undefined)	-10	-0.3	4	nt	2	1	8	0	-1.8	nt
Cn1c2c(c3ccccc31)CCN1CCC[C@]21c1ccccc1	4	0.9	22	1	4	-11	-46	-10	9.2	109
Cc1cc(OCCCn2ccnc2)ccc1C(C)C	-8	0.7	1	3	-6	-5	13	6	-2.6	79
O=C(COC(=O)/C=C/c1ccc(F)cc1)NCc1ccc2c(c1)OCO2	1	0.4	3	-2	3	-8	13	-6	-2.7	nt
NC(=S)NN=C(c1ccc(F)cc1)C1CC1	0	-2.2	15	-4	4	2	12	-1	-2.4	115
O=C1CN(S(=O)(=O)c2ccc(Br)cc2)c2ccccc2N1	0	-1.2	-5	-1	4	0	-1	-9	0.2	101
CCOc1ccc(N2C=Nc3ccc(OCC)cc3C2)cc1	7	-0.3	-7	2	7	-1	9	-6	-2.1	102
Cc1sc2ncnc(NCC(O)c3ccccc3)c2c1C (centres undefined)	-2	1.0	-9	1	-1	0	2	2	-0.4	97
N/C(=N\N=C\c1cccs1)SC1CC(=O)N(c2ccc(Br)cc2)C1=O (centres undefined)	1	-1.0	-2	-1	8	0	2	-16	-0.4	136
Cc1ccccc1OCC(=O)NCc1ccccc1	1	-1.8	5	-3	0	-1	15	5	-2.9	90
CN1C(=O)NC(c2ccc(Cl)cc2)C2=C1CC(C)(C)CC2=O (centres undefined)	3	-0.9	-6	10	-1	-2	8	-6	-1.8	100
CC(=C/C(=O)O)/C=C/c1ccc(Cl)o1	-1	7.7	14	-1	-5	3	7	-12	-1.6	101
Cc1ccc(S(=O)(=O)N/N=C/c2cccc([N+](=O)[O-])c2)cc1	0	0.8	27	-1	4	-2	4	-4	-0.8	101
COc1ccc(C(C)N2CC34C=CC(O3)C(C(=O)O)C4C2=O)cc1 (centres undefined)	2	1.8	-6	nt	-5	2	15	-5	-3.0	109
COc1ccccc1N1CCN(C(=O)C(=O)c2c[nH]c3ccccc23)CC1	3	-0.5	-9	-1	4	3	14	-6	-2.9	106
CCCN(CCC)S(=O)(=O)c1ccc(C(=O)N2CCCc3ccccc32)cc1	-5	2.1	7	-7	-5	1	1	-2	-0.1	101
CC(Oc1ccccc1)C(=O)Nc1ccccc1O (centres undefined)	-2	-0.6	11	nt	-3	0	16	2	-3.3	102
CCOc1ccccc1NC(=O)Nc1cc(C(=O)O)ccc1C	2	1.5	6	-11	7	-7	-1	-28	0.2	105
O=S(=O)(c1ccc(Cl)cc1)N1CCCc2ccccc21	-1	1.2	42	-2	1	3	-17	-7	3.4	93
C=CCOC(=O)/C(=C/c1cccc2ccccc12)NC(=O)c1ccccc1	5	0.5	-2	16	-2	-2	-11	5	2.0	109
CCCn1c(CNc2ccccc2O)nc2ccccc21	-2	0.7	10	-2	1	-3	-36	-5	6.9	108
Cn1/c(=N\NC(=O)c2ccccc2Cl)sc2ccccc21	0	-0.7	29	7	4	3	15	1	-3.0	102
COc1ccc(C(=O)C2CCCN(Cc3cccc4c3OCO4)C2)cc1OC (centres undefined)	-3	0.3	21	?	-4	0	20	-4	-4.1	98
O=C(c1cc(COc2ccc(F)cc2Cl)on1)N1CC2C[C@@H]3CC1C[C@H](C2)C3	0	-0.8	-17	15	-3	-2	-25	4	4.7	94
CC(C)(C)c1ccc(OCC(=O)NNC(=O)Cc2cccs2)cc1	-3	0.8	-10	-4	-3	2	6	-7	-1.2	105
CCCOc1ccc(C(F)(F)F)cc1NC(=O)c1cc(C)on1	3	-0.3	0	0	5	-7	10	-2	-2.4	106
CC(C)(C)c1ccc(C(=O)N/C(=C\c2cccs2)C(=O)N2CCOCC2)cc1	2	0.2	-1	0	-1	-5	13	-4	-2.4	102
[O-]/[N+](=C\c1ccncc1)c1ccc(Br)cc1	-7	1.8	-7	nt	1	8	-5	-8	0.9	110
CCOC(=O)N1CCN(C(=O)C2CCN(S(=O)(=O)c3cc(OC)ccc3OC)CC2)CC1	-1	-0.5	6	-11	5	-7	12	7	-2.0	99
O=C(Cn1cc([N+](=O)[O-])cn1)NCc1ccccc1Cl	1	1.7	3	-1	1	-3	3	-7	-0.7	102
CCOC(=O)c1c(NC(=O)C2C3CCC(O3)C2C(=O)O)sc2c1CCC(CC)C2 (centres undefined)	4	-1.3	31	1	-7	2	1	-4	-0.1	96
COc1cccc(OCC(=O)NNC(=O)Cc2cccs2)c1	14*	0.9	-15	-2	3	1	9	0	-1.7	98
C=CCc1c(C)nc(-c2ccccc2)nc1Nc1ccc(O)cc1	-6	0.4	12	-2	-1	-2	-24	-8	4.5	99
CC(=O)Nc1ccc(-c2cn3cccnc3n2)cc1	5	-0.7	7	nt	1	-1	8	-7	-1.4	98
C=CC[C@@H](CC(=O)N[C@@H](CO)Cc1ccccc1)C(=O)N[C@H](COC(=O)[C@@H](CC=C)CC(=O)OC(C)(C)C)Cc1ccccc1	0	-2.6	35	-1	1	-2	3	-8	-0.5	94
O=C(Nc1nnc(SCc2c(Cl)cccc2Cl)s1)c1cccc([N+](=O)[O-])c1	1	-1.2	-6	2	1	-3	19	-13	-3.7	85
CCC(Cc1ccccc1)NC(=O)CCc1ccccc1 (centres undefined)	0	-1.4	14	-1	-1	2	-2	-3	0.4	82
O=[N+]([O-])c1ccc(CS(=O)(=O)c2ncn[nH]2)cc1	-2	1.7	7	-1	-2	1	10	-5	-2.1	107
CCOc1ccc(NC(=O)CC2C(=O)N(C)C(=S)N2Cc2ccc3c(c2)OCO3)cc1 (centres undefined)	-2	-1.3	1	nt	6	-1	9	6	-1.5	108
CCCC(=O)C1=C(O)C(C(=O)OC)C(C)(C)CC1=Nc1cccc2ccccc12 (centres undefined)	-2	0.2	0	nt	4	-2	-26	-3	4.5	103
CCc1ccc(C2C(C#N)=C(N)N(N(C)C)C3=C2C(=O)CCC3)cc1 (centres undefined)	-3	-1.0	-7	0	-2	-5	11	2	-2.5	110
FC(F)(F)c1ccc(C2NCCc3sccc32)cc1 (centres undefined)	4	0.7	5	10	0	-6	-11	-8	2.1	98
Cc1ccc(CC(=O)N(C)CC(=O)Nc2ccc(N3CCOCC3)cc2)cc1C	5	0.0	37	-3	-10	3	-9	0	1.4	114
CCCCn1c(N)c(N(CC(C)C)C(=O)CSCC(=O)Nc2ccc(OC)cc2)c(=O)[nH]c1=O	-1	0.1	3	1	-6	2	3	-1	-0.5	111
O=C(NCCCN1CCCC1=O)c1ccc(Cl)c(S(=O)(=O)N2CCCCC2)c1	-1	1.5	3	-1	0	-3	13	-10	-3.3	nt
Cc1noc(C)c1NC(=O)Nc1ccc2c(c1)C(=O)N([C@H](C)CO)C[C@H](C)[C@@H](CN(C)C(=O)Nc1ccc3c(c1)OCO3)O2	-6	3.6	18	15	-5	0	4	-16	-0.7	100
CN(C)CCN(C(=O)c1cccc2ccccc12)c1nc2cc3c(cc2s1)OCO3	-2	-0.8	18	-1	-5	1	-73	-3	14	107
O=C(Nc1ncccc1Cl)c1ccccc1F	1	1.6	9	nt	5	-1	14	7	-2.7	99
O=c1[nH]cnc2c1N=C(c1cccc([N+](=O)[O-])c1)CC(c1ccccc1)N2 (centres undefined)	2	0.2	21	-1	5	-7	-6	-12	1.3	105
N#CCSCC(=O)Nc1ccccc1	0	0.6	4	nt	4	-10	9	-8	-1.5	105
C=CCN(CC=C)S(=O)(=O)c1ncn[nH]1	4	2.4	-12	nt	-7	-4	7	4	-1.5	102
CCOc1ccc(N/C(N)=N/c2nc(CSc3nnc(C)s3)cc(=O)[nH]2)cc1	0	0.1	7	-12	2	0	18	-6	-3.4	92
Cc1cc(S(=O)(=O)N2CCCCC2CCNC(=O)C(=O)NCC2CCCO2)ccc1F (centres undefined)	6	-0.5	-4	1	6	0	16	-2	-2.9	123
Cc1cccnc1NC(=O)CSc1ncnc2sc(C)c(C)c12	3	-2.6	-6	-3	1	-5	5	3	-0.9	110
COc1cc2ccc(=O)oc2c(CC=C(C)C)c1OC	-1	2.1	-2	-1	6	2	5	-7	-0.9	102
CCOc1ccc(N2C(=O)/C(=C/c3ccc(C)o3)N(C)C2=S)cc1	-1	-2.3	4	nt	-5	2	7	-10	-1.4	107
CCOC(=O)C1CCN(C(=O)CCC2CCCC2)CC1	0	0.0	42	0	-1	0	8	-3	-1.6	109
O=C(CSc1nnnn1-c1ccccc1F)Nc1nc2ccccc2s1	0	1.4	33	-3	2	-1	-8	-8	1.8	121
O=C(CSc1nnc(-c2ccco2)n1-c1ccccc1)NCc1ccco1	2	-0.2	-2	13	2	-6	4	0	-0.7	108

Remaining list, next part.
SMILES	V-ATPase pHluor	C-LANA FP	Arrestin-AP2 inh	Wnt bcat act	RTF Ca sens act	Keap1 Nrf2 FP	MOR-DOR inv ag	Cardiac RTF inh	OPRM1-OPRD1 ag	DSG3 Ab inh
COc1ccccc1NS(=O)(=O)c1cccc(C(=O)N/N=C/c2ccc3c(c2)OCCO3)c1	1	3.3	17	nt	6	-1	-6	-5	1.1	97
O=C(NC1CCCN(Cc2ccccc2F)C1)c1cccc(N2CCCC2=O)c1 (centres undefined)	-98	3.2	5	-1	3	-4	-3	-4	0.6	104
COc1cccc(N(CC(=O)N2CCN(c3ccccc3OC)CC2)S(C)(=O)=O)c1	0	0.4	7	nt	3	-6	13	-1	-2.6	100
CC1=C(C(=O)N(C)Cc2ccccc2)C2(CCC(C)CC2)OC1=O (centres undefined)	-3	-0.8	2	-4	-3	0	7	-4	-1.2	104
